FAS-TE inh: FAS thioesterase domain inhibitors, primary screen, biochemical, fluorescence intensity, uHTS | Fatty acid synthase (Homo sapiens), P49327 | recombinant FAS-TE, OMFH fluorogenic substrate, fluorescence endpoint | inhibition, % at 15 µM | hit rate 0.67% among 360,000 | AID 602261, 2012;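 active = compounds whose normalised, plate-corrected inhibition of enzyme fluorescence in the single-dose primary screen is 50% or more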;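 note: 0% = DMSO with enzyme and 100% = substrate without enzyme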
PABP1 MLLE inh: inhibitors of PABP1 MLLE–PAM2 peptide binding, primary screen, biochemical, fluorescence polarization, FITC-PAM2, GST-MLLE. inhibition, % at 20 µM. AID 588489, 2011. hit rate 0.36% among 360,000; in the data active = inhibition above about 35%, passing the limit was not always enough;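 note: plate controls were DMSO wells with GST-MLLE for no effect and wells lacking GST-MLLE protein for full effect; some results filed as inactive read as strong as hits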
NadD block: inhibitors of S. aureus NadD, primary screen, biochemical, colorimetric, uHTS; Nicotinate-nucleotide adenylyltransferase NadD (Staphylococcus aureus N315); inhibition, % at 20 µM; AID 602399, 2012; hit rate 0.78% among 360,000; purified NadD enzyme, colorimetric absorbance read-out; in the data active = inhibition above about 26%; note: some compounds past the cut are filed as inactive
Neddyl block: inhibitors of cullin neddylation, primary screen, biochemical, TR-FRET, uHTS, NAE and Ubc12; calls only at 25 µM; hit rate 0.58% among 360,000; AID 651699, 2012; in the data active = inhibition above about 36%
Target sequence (P61081 whole entry, looked up): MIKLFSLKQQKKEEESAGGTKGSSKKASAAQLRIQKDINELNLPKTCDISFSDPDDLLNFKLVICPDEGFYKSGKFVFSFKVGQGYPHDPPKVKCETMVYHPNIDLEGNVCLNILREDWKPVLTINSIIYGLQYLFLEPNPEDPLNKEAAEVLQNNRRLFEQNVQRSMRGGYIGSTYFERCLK
Target sequence (Q13564 whole entry, looked up): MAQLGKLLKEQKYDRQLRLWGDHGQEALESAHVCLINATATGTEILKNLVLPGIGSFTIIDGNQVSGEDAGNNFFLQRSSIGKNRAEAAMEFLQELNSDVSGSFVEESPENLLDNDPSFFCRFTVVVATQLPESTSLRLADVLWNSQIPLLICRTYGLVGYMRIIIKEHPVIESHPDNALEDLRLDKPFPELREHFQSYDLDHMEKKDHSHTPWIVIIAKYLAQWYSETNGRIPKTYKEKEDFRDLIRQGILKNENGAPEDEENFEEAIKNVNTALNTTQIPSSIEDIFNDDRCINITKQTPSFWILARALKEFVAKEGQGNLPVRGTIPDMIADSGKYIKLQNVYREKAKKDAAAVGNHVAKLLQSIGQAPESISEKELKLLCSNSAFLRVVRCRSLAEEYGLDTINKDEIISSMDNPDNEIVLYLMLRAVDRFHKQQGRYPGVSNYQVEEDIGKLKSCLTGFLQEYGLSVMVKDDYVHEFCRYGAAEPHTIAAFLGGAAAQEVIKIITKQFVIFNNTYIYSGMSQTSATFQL
Rpn11 inh: Rpn11 (PSMD14) deubiquitinase inhibitors, primary screen, biochemical, fluorescence polarization, uHTS. 26S proteasome non-ATPase regulatory subunit 14 (Homo sapiens), O00487. human 26S proteasome, Ub4-pepOG fluorescence polarization; 20S core pre-blocked with epoxomicin. calls only at 20 µM. hit rate 0.59% among 360,000;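 active = inhibition at 20 µM, scaled to each plate's controls, above about 33%, limit read from the data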
Target sequence (O00487 whole entry, looked up): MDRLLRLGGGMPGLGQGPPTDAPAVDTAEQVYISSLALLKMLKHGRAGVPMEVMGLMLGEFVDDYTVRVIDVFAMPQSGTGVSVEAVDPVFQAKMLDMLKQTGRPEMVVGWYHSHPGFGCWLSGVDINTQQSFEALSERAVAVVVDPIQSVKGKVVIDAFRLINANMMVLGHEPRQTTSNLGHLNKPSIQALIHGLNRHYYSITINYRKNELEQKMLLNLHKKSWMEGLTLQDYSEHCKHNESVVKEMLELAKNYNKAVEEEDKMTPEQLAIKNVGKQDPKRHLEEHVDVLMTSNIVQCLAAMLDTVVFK
SKN-1 block: suppressors of acrylamide-induced Pgst-4::GFP reporter in worms, primary screen, SKN-1 inhibitor project, whole organism, uHTS, GFP/RFP fluorescence ratio, strain VP596. C. elegans VP596 Pgst-4::GFP/RFP ratio, 24 h. inhibition, % at 21.8 µM. hit rate 0.49% among 360,000. AID 624304, 2012;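 active = interference check ratio from 0.5 to 1.5 plus GFP to RFP signal ratio inhibition reaching or exceeding a fixed threshold, cut at about 30% in these data, passing the limit was not always enough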; note: some compounds called inactive have numbers as strong as hits
MT1-MMP act inh: blockers of MT1-MMP proenzyme processing, primary screen, HT1080 RFP-PRO-GFP cells, GFP/RFP fluorescence. GFP/RFP ratio fluorescence, overnight; percent of plate control window, DMSO zero. GFP/RFP ratio change, % at 20 µM. hit rate 0.061% among 360,000;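 active = GFP/RFP ratio change of at least 30% with cell ATP level not reduced by more than half and red fluorescence within 50% of control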; note: strong numbers were not always called active
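Assay system: HT1080 cells carrying an RFP-PRO-GFP reporter | Dosing: Single dose of 20 µM compound, 1% DMSO final | Incubation: Cells overnight before dosing, compound overnight, 37 °C, 5% CO2 | Evaluation: GFP/RFP fluorescence ratio | Control set: DMSO and RFP-L50D-GFP cell wells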
Rin1-Abl PPI inh: inhibitors of Rin1-Abl protein binding, primary screen, biochemical, TR-FRET; Tyrosine-protein kinase ABL1 (Homo sapiens) + Ras and Rab interactor 1 (Homo sapiens), …; inhibition, % at 7.35 µM; hit rate 0.4% among 360,000; AID 588664, 2011; in the data active = inhibition above about 5%, passing the limit was not always enough
CSN inh: inhibitors of CSN-mediated cullin deneddylation, primary screen, biochemical, fluorescence polarization, uHTS. COP9 signalosome complex subunit 5 (Homo sapiens), Q92905. Purified CSN, SCF-Nedd8-OG deneddylation. inhibition, % at 12.5 µM. hit rate 0.38% among 360,000. AID 651999, 2013;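 active = pattern-corrected inhibition above about 35%, with an unprinted fluorescence ratio check between 0.5 and 1.5, limit read from the data, passing the limit was not always enough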;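 note: 0% = enzyme with substrate and 100% = substrate without enzyme; some results filed as inactive read as strong as hits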
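Test system: Human Csn5 produced in HEK293T cells | Compound: 12.5 µM single point | Times: 90 min, room temperature | Signal: Fluorescence polarization readout | Read-out basis: % inhibition of substrate cleavage by Csn5 | Controls: no-enzyme wells high, enzyme-with-substrate wells low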
* marks the source's active call; other numbers are inactive results; i = inactive; · = no result given. Compounds as they come; about 3.9% have a hit in one of these screens.

SMILES	FAS-TE inh	PABP1 MLLE inh	NadD block	Neddyl block	Rpn11 inh	SKN-1 block	MT1-MMP act inh	Rin1-Abl PPI inh	CSN inh
COc1cc(C(=O)N=c2sc3ccccc3n2C)cc(OC)c1OC	9.6	-19.4	-13.9	i	i	-4.9	2.8	0.1	-4.3
CCS(=O)(=O)c1ccc(O)c(NC(=O)COc2ccccc2)c1	-3.7	1.6	0.2	i	i	18.9	-0.5	-0.7	-4.8
O=C1CN(C(=O)COC(=O)[C@@H]2CC(O)CN2S(=O)(=O)c2ccc(Cl)cc2)c2ccccc2N1 (stereo not given in full)	13.6	11.8	-2.9	i	i	10.5	5.0	5.2	3.8
O=C(COc1ccc(F)c(Cl)c1)N1CCCCCCC1	1.7	10.5	-1.0	i	i	-0.1	-6.0	-1.9	-0.4
COc1cc(OC)cc(C(=O)NNC(=O)c2cc3ccccc3cc2O)c1	9.3	7.2	-1.7	i	i	17.7	2.5	0.1	-2.5
Cc1oc(S(=O)(=O)N2CCCCC2)cc1NC(=O)Nc1ccc(F)cc1	6.4	16.7	-3.9	i	i	6.7	4.1	-1.4	-3.2
CSc1nc2sc3c(c2c(=O)[nH]1)CCC3	-8.0	8.7	3.3	i	i	5.0	-3.0	5.8*	-0.2
O=C(N/C(=C\c1ccc(Br)cc1)C(=O)N1CCOCC1)c1ccc(Br)o1	-0.6	-1.0	1.8	i	i	-3.0	4.0	0.6	3.2
Nn1c(SCC(=O)NC(=O)NCc2ccccc2)nnc1C1CC1	-1.0	-24.2	6.5	i	i	16.8	-0.7	-1.5	0.1
O=c1ccnc(Nc2ccc3c(c2)OCCO3)[nH]1	-5.3	-1.7	2.9	i	i	8.8	1.2	2.8	-3.6
O=S(=O)(c1ccccc1)C(Br)S(=O)(=O)c1ccccc1	-7.0	4.3	-5.1	i	i	13.4	3.7	3.4	-2.2
Brc1ccccc1C1=Nn2c(nnc2-c2ccccc2)SC1	0.0	7.9	-1.7	i	i	-8.6	-16.9	-1.6	2.7
Cc1nn(C)c(C)c1CNC(=O)Nc1cccc(Cl)c1C	-0.1	-2.3	-6.0	i	i	-3.4	-2.9	0.8	-0.4
O=C1c2ccccc2C(=O)N1CCCON1C(=O)c2ccccc2C1=O	-13.0	-6.0	-2.0	i	i	-1.7	3.7	4.6	-6.3
O=C1CS/C(=N/N=C/c2ccco2)N1Cc1ccc(F)cc1	12.6	-9.0	-0.9	i	i	-3.2	-5.2	-2.5	0.3
CCOc1ccc(C(=O)NCC(=O)N2CCCCCCC2)cc1OCC	-5.9	9.6	0.3	i	i	-15.2	3.8	5.4	-0.9
Cn1c(=O)c2c(nc(CN3CCC(Cc4ccccc4)CC3)n2CCN2CCOCC2)n(C)c1=O	3.7	-6.3	1.5	i	i	22.8	-2.8	-8.1	2.4
Cc1nn(-c2ccccc2)nc1C(=O)OCC(=O)N1CCC(C)CC1	5.7	-9.2	-0.8	i	i	5.5	1.5	2.5	-3.4
COc1ccc(N2CCN(C(=O)C3COc4ccccc4O3)CC2)cc1 (stereo not given)	2.3	-12.6	-0.8	i	i	3.0	1.4	-2.9	-4.2
Nc1ncnc2c1ncn2[C@@H]1O[C@H](C(=O)NS(=O)(=O)c2ccccc2[N+](=O)[O-])[C@@H](O)[C@H]1O	-7.1	14.7	0.3	i	i	10.4	-3.2	-0.6	0.5
Cc1cc(C)c(NC(=O)C2CCCN2CCOC(=O)c2ccccc2)c(C)c1 (stereo not given)	1.9	5.9	-1.4	i	i	4.5	0.1	2.2	3.6
O=C(Nc1ccc(Br)cc1)c1cccnc1N1CCCCC1	14.0	3.6	0.4	i	i	-3.4	-3.0	-1.4	1.0
O=C(NCc1ccccn1)C(C(=O)c1ccc(F)cc1)n1ccccc1=O (stereo not given)	-10.0	0.8	-5.0	i	i	-16.3	7.4	-1.8	5.5
Fc1ccc(N2CCN(Cc3nnc(-c4ccccc4)o3)CC2)cc1	4.4	0.8	0.6	i	i	6.3	2.7	0.6	-0.7
COc1nc(NC(C)C)nc(N(C#N)CN2C(=O)c3ccccc3S2(=O)=O)n1	2.0	-0.5	-0.5	i	i	-5.7	-3.3	-1.6	-3.5
COc1ccc(/C=C(\C#N)C(=O)Nc2cccc(C)n2)cc1	2.3	-7.3	-3.7	i	i	6.8	-3.3	-2.1	-3.5
COc1ccc(-c2oc3ncn4nc(COc5ccccc5)nc4c3c2-c2ccc(OC)cc2)cc1	17.3	-9.3	-2.1	·	i	-25.4	1.1	-1.2	23.1
CCCCN1C2=C(C(=O)CCC2)C(c2ccc(Cl)c(Cl)c2)C2=C1c1ccccc1C2=O (stereo not given)	25.1	37.9	32.0*	i	i	11.4	-21.5	3.5	2.0
COCCn1nnnc1CN1CCC(NC(=O)Nc2cccc(OC)c2)CC1	-7.7	-9.3	0.4	i	i	-13.9	0.1	-2.7	-2.7
NC(=O)c1ccc(NC(=O)CN2CCN(C(=O)c3ccco3)CC2)cc1	-3.7	-5.5	-6.8	i	i	22.1	1.1	-1.8	4.4

Laid out differently: results already given.
Cn1c(=O)c2c(nc(CN3CCC(Cc4ccccc4)CC3)n2CCN2CCOCC2)n(C)c1=O
  FAS-TE inh = 3.7	PABP1 MLLE inh = -6.3	NadD block = 1.5	Neddyl block = i	Rpn11 inh = i	SKN-1 block = 22.8	MT1-MMP act inh = -2.8	Rin1-Abl PPI inh = -8.1	CSN inh = 2.4
Fc1ccc(N2CCN(Cc3nnc(-c4ccccc4)o3)CC2)cc1
  FAS-TE inh = 4.4	PABP1 MLLE inh = 0.8	NadD block = 0.6	Neddyl block = i	Rpn11 inh = i	SKN-1 block = 6.3	MT1-MMP act inh = 2.7	Rin1-Abl PPI inh = 0.6	CSN inh = -0.7
COCCn1nnnc1CN1CCC(NC(=O)Nc2cccc(OC)c2)CC1
  FAS-TE inh = -7.7	PABP1 MLLE inh = -9.3	NadD block = 0.4	Neddyl block = i	Rpn11 inh = i	SKN-1 block = -13.9	MT1-MMP act inh = 0.1	Rin1-Abl PPI inh = -2.7	CSN inh = -2.7
COc1nc(NC(C)C)nc(N(C#N)CN2C(=O)c3ccccc3S2(=O)=O)n1
  FAS-TE inh = 2.0	PABP1 MLLE inh = -0.5	NadD block = -0.5	Neddyl block = i	Rpn11 inh = i	SKN-1 block = -5.7	MT1-MMP act inh = -3.3	Rin1-Abl PPI inh = -1.6	CSN inh = -3.5

New compounds follow
SMILES	FAS-TE inh	PABP1 MLLE inh	NadD block	Neddyl block	Rpn11 inh	SKN-1 block	MT1-MMP act inh	Rin1-Abl PPI inh	CSN inh
Cc1ccc(C#CC(C)(O)C(C)(C)C)cn1 (stereo not given)	-6.6	-7.9	-2.5	i	i	0.3	1.6	-2.6	4.0
CN1C(=O)/C(=C\c2ccc(-c3ccccc3)o2)SC1=S	-25.8	-73.5	-1.7	i	i	9.7	11.8	-2.9	21.8
O=C(O)/C=C/C(=O)Nc1ccc(S(=O)(=O)N2CCCC2)cc1	-10.8	9.5	-2.1	i	i	0.1	3.2	0.1	-3.2
Cc1ccc(S(=O)(=O)N2CCN(C(=O)NCc3ccc(C(=O)O)cc3)CC2)cc1	-2.0	-4.8	3.5	i	i	8.4	-3.5	2.3	3.5
Cc1ccc(S(=O)(=O)CCC(=O)Nc2ccc3c(c2)OCO3)cc1	-14.5	-4.9	-1.1	i	i	-17.0	-5.1	1.8	-2.4
CCOC(=O)C1CCCN(C(=O)CSc2nc(C)cc(C)n2)C1 (stereo not given)	-3.8	18.4	-7.5	i	i	-8.8	-4.3	-1.8	1.0
CCOC(=O)C1NC(=O)CC1c1ccccc1 (stereo not given)	-1.7	10.8	-4.3	i	i	-14.9	-2.8	-0.2	5.2
Cc1noc(C)c1NC(=O)Nc1ccc2c(c1)C(=O)N([C@H](C)CO)C[C@H](C)[C@@H](CN(C)C(=O)Nc1ccc3c(c1)OCO3)O2	-3.6	12.2	2.4	i	i	-1.5	-0.4	3.3	2.4
CCOC(=O)c1c(C)nc2ccc(Cl)cc2c1-c1ccccc1	15.2	9.3	1.2	i	i	17.4	13.7	-0.5	-0.9
NC(=O)C1CCN(C(=O)c2cc3c(s2)CCCC3)CC1	-8.4	6.2	1.9	i	i	-6.0	3.2	2.6	-5.5
Cc1ccc(-c2csc(NCCn3c(-c4ccncc4)nc4cc(C(F)(F)F)ccc43)n2)cc1	10.7	-19.0	1.5	i	i	3.4	4.7	0.3	-1.7
CCN(CC)S(=O)(=O)c1cc(NS(=O)(=O)c2cccc(C(=O)O)c2)ccc1C	-6.1	3.5	-1.9	i	i	-3.4	1.3	-2.6	0.6
Cc1ccc(Oc2cnc3ccccc3n2)cc1	2.8	23.3	-0.7	i	i	10.9	-9.7	-1.0	-1.4
CCC(C)NCCOCCOc1ccc(C)cc1OC (stereo not given)	-8.3	-4.0	-4.0	i	i	15.9	-0.5	-2.4	-12.2
O=C1Nc2ccccc2/C1=C/c1ccc([N+](=O)[O-])cc1	6.0	13.7	-0.8	i	i	-2.9	-4.3	-0.7	3.5
Cc1ccc(C(=O)NNC(=O)CCOc2cccc(C)c2)cc1	-5.6	-19.9	-0.1	i	i	4.1	2.2	-0.6	-3.5
COc1ccc2nc(SCC(=O)NCCc3ccccc3)[nH]c2c1	1.1	-17.3	-2.4	i	i	-13.0	3.2	0.1	1.6
CN(C)c1ccc(CSc2ccccc2)cc1	20.9	11.1	5.4	i	i	-1.0	3.2	0.1	2.8
COCCOC(=O)c1[nH]c2c(c1C)C(=O)CC(c1ccccc1)C2 (stereo not given)	-1.3	11.0	5.2	i	i	15.6	7.3	-1.1	-3.8
Cn1c(=O)c(C(=O)NC2CCCCCCC2)c(O)c2ccccc21	18.0	-13.5	-8.0	i	i	16.4	0.1	2.7	5.3
CN1CCN(C2CN(Cc3cn(Cc4ccccc4F)nn3)S(=O)(=O)C2)CC1 (stereo not given)	-9.3	-0.7	-8.4	i	i	3.1	0.9	1.6	-7.0
O=C(COC(=O)c1ccc(Cl)nc1)NC1CCCCCC1	5.2	-0.4	-1.6	i	i	1.0	2.2	1.2	-2.4
Cn1c2ccccc2c2nnc(SCC(=O)Nc3cccc(O)c3)nc21	-2.0	16.7	7.7	i	i	12.6	-0.5	-3.6	5.4
CCCC(C)c1nnc(NC(=O)CN2C(=O)c3ccccc3C2=O)s1 (stereo not given)	-4.3	29.6	-4.6	i	i	6.0	0.1	1.0	6.2
CN1CCN(c2nc(Nc3ccc(O)cc3)nc3ccccc23)CC1	-1.2	3.2	-3.2	i	i	0.8	-6.4	-0.9	-5.3
CCOC(=O)COc1ccc2c(c1)c(C(=O)OCC)c(C)n2CC	1.8	-5.8	-9.1	i	i	9.8	1.5	1.7	0.0
CCCCSc1nnc(-c2ccc(NC(C)=O)cc2)n1C	-2.8	-5.5	-0.1	i	i	4.2	1.3	3.5	-6.4
